All columns: NCI-60 one-dose screen, growth in % after 48 h at 10 µM unless noted; 100 = growth as untreated, 0 = no growth, -100 = all killed.
CAKI-1 – CAKI-1 renal cancer; 4.7% of 75,000 active
NCI-H522 – NCI-H522 lung cancer; 8% of 78,000 active
A498 – A498 renal cancer cells | 5.4% of 76,000 active | AID 1794774
NCI-H460 – NCI-H460 lung cancer; 6.8% of 82,000 active
NCI-H226 – NCI-H226 lung cancer; 3.5% of 79,000 active; AID 1794732
NCI-H23 – NCI-H23 lung cancer | 4% of 80,000 active
RXF 393 – RXF 393 renal cancer cells. 6.9% of 77,000 active
ACHN – ACHN renal cancer | AID 1794771 | 4.9% of 81,000 active
NCI/ADR-RES – NCI/ADR-RES ovarian cells. 4.4% of 81,000 active
An asterisk follows results filed as active; x = not tested or not shown; & = joins results of further samples; [ ] = another dose, or the depositor's remark. How the source made its calls: active means growth percent below 10; inactive means the rest.

SMILES	CAKI-1	NCI-H522	A498	NCI-H460	NCI-H226	NCI-H23	RXF 393	ACHN	NCI/ADR-RES
COc1ncnc2c1ncn2CC#CCCl	x	108	86	101	x	93	94	96	99
COc1ccc(-c2cncn2-c2ccc(-c3nc4ccc(F)cc4s3)cc2)cc1OC	35	47	56	55	63	67	58	75	70
CC(=O)Nc1ccc(Cl)cc1C(N)=O	x	94	x	x	99	94	93	103	99
O=S(=O)(NCCNc1nccc(-c2c(-c3ccccc3)nc3occn23)n1)c1ccc(C(F)(F)F)cc1	67	77	82	106	94	91	80	86	94
CCOC(=S)SCCC(=O)O	x	x	106	105	104	119	115	99	121
O=C(CBr)c1cccc2c1ccc1ccccc12	99	92	82	97	100	87	108	98	114
CC(=O)Nc1cccc(O)c1	94	93	105	112	97	x	115	93	103
CO/N=C(/C(=O)N[C@@H]1C(=O)N2C(C(=O)O)=C(COC(C)=O)CS[C@H]12)c1csc(N)n1	89	96	101	111	92	103	115	98	107
CC(C)=CCC/C(C)=C/CN1CCN(C/C=C(\C)CCC=C(C)C)C1=O	x	86	99	100	103	97	105	103	99
CCOC(=O)c1cn(CC)c2cc(N3CCCCC3)c(F)cc2c1=O	111	106	106	102	114	104	105	95	x
CCSc1nc(N)nc2c1ncn2C1OC(CO)C(O)C1O (stereo not given)	118	115	x	111	104	101	105	98	108
CN(C)CCNc1ccc2ncc(C#Cc3cncc(C(=O)Nc4ccc(CN5CCN(C)CC5)c(C(F)(F)F)c4)c3)n2n1	3.1*	-62*	88	9.6*	33	-62*	-75*	11	76
O=C1/C(=C/c2ccc([N+](=O)[O-])cc2)Oc2ccc(O)c(O)c21	93	84	99	93	106	83	98	102	94
COc1ccc(/C=C/C(=O)c2ccc(-c3cc4ccccc4oc3=O)nc2C)cc1	93	97	98	103	100	x	111	102	107
C1COC(C2OCCO2)C1 (stereo not given)	97	105	113	106	100	103	107	98	105
O=C(CNC(=O)c1cccc2ccccc12)Nc1ccccc1Oc1cccc(O)c1	x	x	11[5 µM]	11[5 µM]	59[5 µM]	42[5 µM]	-19*[5 µM]	51[5 µM]	13[5 µM]
CC(C)(C)N/N=C(\C(=O)Nc1nc(=S)[nH][nH]1)C1C(=O)Nc2ccccc2S1=O (stereo not given)	101	89	98	107	87	95	100	114	100
O=C1C=CC(=O)N1c1ccc2c(c1)Cc1cc(Cl)ccc1-2	94	80	83	105	79	109	107	100	111
CCC(C#N)NC1CCN(Cc2ccccc2)CC1 (stereo not given)	101	89	112	105	99	103	113	100	103
NC(=O)c1csc(CCNC(=O)c2ccccc2)n1	97&97	126&107	97&93	104&101	116	98&97	114&124	105&115	98&94
CC(=O)CC(=O)Nc1ccc(-c2ccc(NC(=O)CC(C)=O)c(C)c2)cc1C	x	73	102	107	93	99	109	111	106
O=C(NN1C(=O)/C(=C/C=C/c2ccc([N+](=O)[O-])o2)SC1=S)c1ccccc1O	-100*	-91*	-61*	-56*	-71*	-86*	-94*	-100*	0.0*
Clc1cccc(N=C2CCCCC2)c1	100	83	99	104	98	94	110	105	101
COC(=O)c1ccc(C2Nc3ccc(S(=O)(=O)Nc4ccc(C)c(C)c4)cc3C3OCCC23)cc1 (stereo not given)	75	53	74	86	86	59	101	89	89
COc1cc(NC(=O)c2sc3nc4c(cc3c2N)C(=O)CCC4)cc(OC)c1	94	76	51	102	91	89	69	89	94

Fetched one by one from the entries so far (3):
SMILES	CAKI-1	NCI-H522	A498	NCI-H460	NCI-H226	NCI-H23	RXF 393	ACHN	NCI/ADR-RES
CCSc1nc(N)nc2c1ncn2C1OC(CO)C(O)C1O (stereo not given)	118	115	x	111	104	101	105	98	108
NC(=O)c1csc(CCNC(=O)c2ccccc2)n1	97&97	126&107	97&93	104&101	116	98&97	114&124	105&115	98&94
CCC(C#N)NC1CCN(Cc2ccccc2)CC1 (stereo not given)	101	89	112	105	99	103	113	100	103

Later entries.
SMILES	CAKI-1	NCI-H522	A498	NCI-H460	NCI-H226	NCI-H23	RXF 393	ACHN	NCI/ADR-RES
O=[N+]([O-])c1ccc2[nH]c(=S)[nH]c2c1	94	86	88	106	101	104	119	102	108
Cc1c(-c2csc(N/N=C/c3ccc(N(C)C)cc3)n2)nnn1-c1ccc([N+](=O)[O-])cc1	99	88	141	102	93	99	100	98	106
CC(=O)NC(=O)NC(C)=O	90	106	94	105	94	98	91	106	100
COc1ccc2nc3cc(Cl)ccc3c(Nc3ccc([N+](=O)[O-])cc3)c2c1	83	69	66	77	81	76	88	98	80
CS(CCCCN=C=S)=NC(=O)c1c(F)c(F)c(F)c(F)c1F (stereo not given)	71	21	112	66	100	81	42	52	97
CC(=O)N1N=C(c2ccc(Br)cc2)CC1c1cn(-c2ccccc2)nc1-c1ccc(OCc2ccccc2)cc1 (stereo not given)	89	82	100	107	100	110	109	91	100
Cc1ccc(/C=C(\C#N)C(=O)Nc2ncc(Cc3cc(Cl)ccc3Cl)s2)o1	24	49	40	31	90	67	38	45	53
O=c1[nH]cc(Cl)cc1O	86	61	x	94	96	96	107	62	x
O=C(CC(=O)N/N=C/c1ccc2c(c1)CCC2)N/N=C/c1ccc2c(c1)CCC2	97&92	73&84	102&87	100&104	45	96&90	97&96	97&95	102&96
O=C1C2C3C=CC(O3)C2C(=O)N1/N=C/c1cccc2ccccc12 (stereo not given)	113	106	105	102	111	94	128	102	108
C=CCOc1cccc(/C=C/C(=O)c2sc(N)nc2C)c1	99	82	x	105	119	90	120	99	99
COc1ccc2c(c1)c(-c1noc(-c3cn(C)c4ncc(Br)cc34)n1)cn2C	88	90	109	103	96	99	121	99	104
c1ccc(C2Oc3ccccc3C3CC(c4ccco4)=NN32)cc1 (stereo not given)	90	92	99	101	114	95	174	94	101
O=C(O)c1ccc(Cl)c2c1C(=O)c1ccccc1C2=O	x	99	124	106	95	87	108	104	93
Nc1cc([N+](=O)[O-])ccc1OCc1ccccc1	100	76	72	109	89	90	117	97	99
CSCCC1NC(=O)C(C(C)=Nc2ccccc2)=C1O (stereo not given)	89	116	102	114	112	105	109	113	104
O=C(Cn1cc(CSc2nc3ccccc3o2)nn1)Nc1cc(Cl)cc(Cl)c1	93	115	119	112	105	103	119	111	108
C[C@@H]1C(=O)[C@]23C[C@H]1CC[C@@]21C(=O)OC[C@]12C(=O)C=CC(C)(C)[C@H]2O3	93	90	99	102	100	110	104	101	104
COc1cccc(/C(C)=C(\C)C2CC2CCNS(=O)(=O)c2ccc(C)cc2)c1 (stereo not given)	78	68	70	87	72	62	93	88	70
S=C(NNc1ncnc2ccccc12)Nc1ccccc1	91	97	94	107	105	x	125	105	111
CCOC(=O)CCCN1C/C(=C\c2ccccc2)C(=O)c2ccccc21	91	79	124	95	82	100	63	106	102
CCCCCCCCCCCCCCCC(=O)OC/C=C(C)/C=C/C=C(C)/C=C/C1=C(C)CCCC1(C)C	92	98	119	110	104	134	124	97	116
Cc1cccc(N(C)C(=S)Oc2ccc3ccccc3c2)c1	78&113	85&88	114&107	102&105	85&96	98&89	125&124	102&103	99&91
CCN1CCC2(CC1)OC(c1ccccc1)C(c1ccccc1)O2 (stereo not given)	111	116	99	118	97	106	109	109	107
O=C1NN(C(=O)c2ccc(Cl)cc2)C(c2ccccc2)=N/C1=C\c1ccc(F)cc1	85	96	73	95	92	84	84	83	67
The results go on.
SMILES	CAKI-1	NCI-H522	A498	NCI-H460	NCI-H226	NCI-H23	RXF 393	ACHN	NCI/ADR-RES
CCO/C=N/C1=C(C#N)C(c2ccc(F)cc2)c2sc3c(C)cccc3c2O1 (stereo not given)	28	7.9*	-0.9*	4.3*	54	27	0.2*	23	12
Nc1nc(SCc2ccco2)nc2nc[nH]c12	98	91	81	102	94	86	87	100	97
Cc1cc(SC#N)cc(C)c1O	102	82	91&117	103&113	107&98	106&97	110&95	103&91	107&100
O=C(CCn1c[n+](CC(=O)c2ccc(-c3ccccc3)cc2)c2ccccc21)Nc1cccc2cccnc12	78	42	89	55	57	60	70	103	99
O=C(CCl)Nc1ccc2c(Nc3cc(O)ccc3Cl)ncnc2c1	-86*	-66*	56	-55*	-35*	-74*	-89*	-98*	-40*
Nc1nnc(-c2cc(=O)oc3ccc4ccccc4c23)s1	93	101	92	105	99	95	109	100	99
COc1ccc(-c2cnc3sc(C(=O)NNC(=O)c4ccc(Br)cc4)c(C)n23)cc1	91	101	118	110	95	96	121	103	107
C=CCC(=O)N[C@H](/C=C/C(=O)OCC)Cc1ccc(-c2cc(Cl)cc(Cl)c2)cc1	71	46	x	95	68	68	x	89	80
O=C(Nc1ccc(NC(=O)c2ccc(-n3c(=O)[nH]c4ccccc4c3=O)cc2)cc1)c1ccc(-n2c(=O)[nH]c3ccccc3c2=O)cc1	94	100	122	109	104	108	117	98	110
Clc1ccc(Cn2cc(CSc3nc4ccccc4s3)nn2)cc1Cl	83	89	94	104	87	95	98	102	95
CCOc1ccc2c(c1)sc1nc(-c3ccccc3)c(-c3ccc(OC)cc3OC)n12	61	73	68	94	104	72	93	82	94
CC1(O)CCCC1O (stereo not given)	99	96	81	107	101	93	105	94	95
NC(N)=N/N=C/c1cccc([N+](=O)[O-])c1	x	87	x	103	93	97	95	112	102
O=C1C2=C(Nc3cc(Cl)ccc3N2)OC1c1c[nH]c2ccc(COc3ccccc3)cc12 (stereo not given)	52	55	102	60	2.7*	59	44	60	51
COc1ccc(COc2ccc(Nc3nc(N)nc4[nH]c5ccc(O)cc5c34)cc2)cc1	x	66	83	85	92	91	81	85	92
CC(C)=CCCC(C)c1ccc(C)c2c1OCN(CCCCCO)C2 (stereo not given)	78	-1.7*	75	81	98	91	90	94	76
O=C1CC(c2ccc(Cl)cc2)Cc2oc3cc(O)c(O)cc3c21 (stereo not given)	104	42	94	89	91	82	88	76	82
COc1ccc(C2c3ccccc3NC(=O)N2C2CCN(C)CC2)c(OC)c1 (stereo not given)	102	90	102	101	94	100	97	103	103
O=c1[nH]c2ccc(Oc3ncccn3)cc2c(=O)n1Cc1cccc(NC(=S)Nc2cccc(Cl)c2)c1	99	77	82	x	88	94	109	95	100
CCN(CC)CC#CCOC(=O)[C@]1(C)CCC[C@]2(C)[C@H]3C[C@H]4C(C(C)C)=C[C@]3(CC[C@H]21)[C@@H]1C(=O)CCC(=O)[C@@H]14	x	29	102	59	76	57	15	72	46
O=C1C=CC(=O)N1c1ccc(Cc2ccc(N3C(=O)C=CC3=O)cc2)cc1	66	94	91	95	85	86	106	94	99
CC(C)NC(=O)N1C(=O)CCC1NNC(=O)c1ccc([N+](=O)[O-])cc1 (stereo not given)	100	93	x	121	104	90	123	106	95
CC(=O)c1cnn(-c2cc(=O)[nH]c3ccc(C)cc23)c1C	91	93	108	107	97	105	122	111	103
CC(C)(C)OC(=O)N1CCC2(CC1)Oc1ccccc1[C@H]1CC(c3ccc(Br)cc3)=NN12	41	74	99	67	79	81	86	60	84
CC(C)=CCC[C@](C)(O)[C@H]1CC[C@]2(C)[C@@H]1CC[C@@H]1[C@@]3(C)C/C(=C/c4ccccc4)C(=O)C(C)(C)[C@@H]3CC[C@]12C	54	78	86	91	94	85	95	96	100

Arranged by count of non-hydrogen atoms (smallest number first): 6 of the compounds above.
SMILES	CAKI-1	NCI-H522	A498	NCI-H460	NCI-H226	NCI-H23	RXF 393	ACHN	NCI/ADR-RES
CC1(O)CCCC1O (stereo not given)	99	96	81	107	101	93	105	94	95
Nc1nc(SCc2ccco2)nc2nc[nH]c12	98	91	81	102	94	86	87	100	97
O=C1CC(c2ccc(Cl)cc2)Cc2oc3cc(O)c(O)cc3c21 (stereo not given)	104	42	94	89	91	82	88	76	82
Clc1ccc(Cn2cc(CSc3nc4ccccc4s3)nn2)cc1Cl	83	89	94	104	87	95	98	102	95
CC(C)(C)OC(=O)N1CCC2(CC1)Oc1ccccc1[C@H]1CC(c3ccc(Br)cc3)=NN12	41	74	99	67	79	81	86	60	84
CC(C)=CCC[C@](C)(O)[C@H]1CC[C@]2(C)[C@@H]1CC[C@@H]1[C@@]3(C)C/C(=C/c4ccccc4)C(=O)C(C)(C)[C@@H]3CC[C@]12C	54	78	86	91	94	85	95	96	100

Following part
SMILES	CAKI-1	NCI-H522	A498	NCI-H460	NCI-H226	NCI-H23	RXF 393	ACHN	NCI/ADR-RES
COC(=O)CCC(=O)Nc1cccc(C(F)(F)F)c1	99	84	87	106	100	102	91	107	117
CC(C)COC(=O)c1ccc(NC(=O)CN(C)c2ccccc2)cc1	x	87	111	106	99	101	114	105	107
N=C(N)c1ccc(Oc2ccc(C(=N)N)cc2)cc1	98	105	74	109	97	107	95	105	113
COc1cccc(-c2nn(-c3ccccc3)cc2-c2ccnc(NCCCNC(=O)c3ccccc3)c2)c1	67	38	59	52	61	51	63	69	27
CCC(C)n1c(C)cc(=O)n1C(C)CC (stereo not given)	x	108	104	112	95	98	111	102	109
CCCC(N)=O	100	114	111	106	x	112	113	105	112
Cn1nc(NC(=O)C(F)(F)F)c2nccnc21	102	94	109	109	101	103	125	99	100
CC1(C)[C@@H](O)CC[C@]2(C)[C@H]3CC[C@@H]4[C@H]5[C@H](C(=O)/C=C/c6ccc(C=O)cc6)CC[C@]5(CO)CC[C@@]4(C)[C@]3(C)CC[C@@H]12	38	x	45	83	86	95	55	98	103
COc1ccc(C#N)cc1	92	97	93	105	98	97	108	92	101
CCCCNC(C(=O)c1ccc(OC)cc1)c1ccc(OC)cc1 (stereo not given)	88	75	69	95	89	81	94	95	86
OCC[N+]1(Cc2ccccc2)CCC(C2CC[N+](CCO)(Cc3ccccc3)CC2)CC1 (stereo not given)	99	71	103	103	102	101	120	97	100
CCCNc1cc(=S)nc(N)[nH]1	104	115	120	120	96	99	106	101	96

Screening data from PubChem.

Rows were taken by chance (roughly 12% active in at least one column).
